Compound activity as filed in PubChem.
ER stress surv = protection against thapsigargin ER stress killing – CSM14.1 cells, ATP luminescence, primary screen | CSM14.1 thapsigargin ER stress survival | 48,000 compounds, 0.33% hits | relative survival (cellular ATP), % at 15 µg/mL (by protocol);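 active = survival measured by cellular ATP above 50% at 15 µg/ml in the first screen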;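 also: cell death triggered by about 15 µM thapsigargin; ATP read 24 h after thapsigargin was added; plate controls were thapsigargin with DMSO for no effect and DMSO without thapsigargin for full effect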
An asterisk follows results filed as active.

Compound,ER stress surv
O=S(=O)(Nc1ccc(-c2nc3ccccc3s2)c(O)c1)c1ccccc1,-9.1
O=[N+]([O-])c1ccccc1NN=C1CCCC1,-1.6
O=C(Nc1ccncc1)C12CC3CC(CC(C3)C1)C2,-6.0
CCN(CC)C(=O)c1sc(NC(=O)COc2ccc3ccccc3c2)c(C(=O)OC(C)C)c1C,1.0
C(=N\N=C(c1ccccc1)c1ccccc1)/c1ccccn1,2.7
Cc1ccc(C2(c3ccc(C)cc3)CC2C(=O)Nc2ccc([N+](=O)[O-])cc2O)cc1 (stereo not drawn),11.6
CCN(CC)Cc1c(O)ccc2c(=O)c(-c3ccc(Cl)cc3)coc12,-9.3
Clc1ccc(SCCCN2CCOCC2)cc1,-0.6
CSc1nnc2c(n1)OC(C(=O)c1ccccc1)Nc1ccccc1-2 (stereo not drawn),6.5
O=C(N/C(=C\c1cccnc1)C(=O)N1CCNCC1)c1ccccc1,1.7
CCc1c(C)[nH]c2c(C)cccc2c1=O,13.3
CCOC(=O)c1c(C)oc2cc(Br)c(OC(C)=O)c(OC(C)=O)c12,-0.6
CC(=O)Nc1ccc(OCC(O)Cn2c3ccccc3c3ccccc32)cc1 (stereo not drawn),7.2
O=C(Cc1ccccc1)Nc1ccc(-c2nc3ccccc3s2)c(O)c1,3.2
O=C1C2C3C=CC(C3)C2C(=O)N1c1cc(Cl)ccn1 (stereo not drawn),-0.6
O=C(NCc1ccco1)/C(=C/c1ccc(F)cc1)NC(=O)c1ccccc1,7.2
Cc1cc(OCC(=O)Nc2ccccc2)ccc1Cl,0.2
Cc1ccc(C2Nc3cccc4cccc(c34)N2)cc1,3.7
Cc1cccc(-c2noc(-c3ccco3)n2)c1,-4.3
Cc1cc(C(F)(F)F)nn1CC(=O)Nc1ccc(OC(F)(F)F)cc1,-0.3
COc1cc(/C=C2\SC(=S)N(c3ccc(F)cc3)C2=O)cc(OC)c1OC,19.4
CCCc1[nH]n(-c2ccc([N+](=O)[O-])cc2)c(=O)c1C=NCCc1ccc(OC)c(OC)c1,4.5
COc1ccc(N=c2ssc3c2-c2cc(OC)ccc2NC3(C)C)cc1,0.9
Cc1ccc(Nc2nc3nonc3n3cnnc23)cc1C,2.4
CCOC(=O)C(CCC(OC(=O)c1ccccc1)(C(=O)OCC)C(=O)OCC)(OC(=O)c1ccccc1)C(=O)OCC,4.0
O=c1[nH]c(N2CCCCC2)nc2ncn(Cc3ccccc3)c12,7.3
Cc1cc(/C=C2/SC(=O)NC2=O)c(C)n1-c1cccc(Cl)c1,-1.3
O=C(Nc1ccccc1C(=O)Nc1ccccc1Cl)c1ccncc1,1.1
COc1ccc(CCNC(=O)C(=O)Nc2cc(Cl)ccc2C)cc1,2.6
Cc1ccc2c(c1)C1C=CCC1C(c1ccc([N+](=O)[O-])cc1)N2 (stereo not drawn),1.4
CCOc1cccc2sc(NC(=O)c3cccc([N+](=O)[O-])c3)nc12,5.1
O=C1CSC(c2ccc(F)cc2)N1Cc1ccccc1 (stereo not drawn),-0.3
COc1ccc(C2C(C(=O)OCC(C)C)=C(C)NC3=C2C(=O)CC(c2ccccc2)C3)c(OC)c1 (stereo not drawn),23.6
O=C(Nc1cccc(Cl)c1)c1ccccc1C(F)(F)F,-0.4
CCCCOC(=O)Nc1ccc(S(=O)(=O)Nc2cc(C)ccc2C)cc1,5.5
COc1cc([N+](=O)[O-])ccc1NC(=O)COc1cc(C)ccc1C(C)(C)C,7.0
Cc1cc(/C=N/n2cnnc2)c(C)n1-c1ccc(F)cc1,2.8
COc1cccc(/C=N\n2c(C)nnc2C)c1O,17.0
O=C1NC(=S)N(c2ccccc2)C(=O)/C1=C\c1ccc(N2CCCC2)cc1,2.2
Cc1c(C)c(COCc2c(C)c(C)c(C=O)c(C)c2C)c(C)c(C)c1C=O,-0.3
Nc1ccc(-c2cn3ccsc3n2)cc1,16.1
COc1cccc(/C=C2\C(=O)NC(=O)N(c3cc(C)cc(C)c3)C2=O)c1OC,2.6
CC1=C(C(=O)Nc2ccccc2)C(c2ccc(-c3ccccc3)cc2)NC(=S)N1 (stereo not drawn),-2.0
C=CCc1cccc2cc(C(=O)N3CCN(Cc4ccccc4)CC3)c(=O)oc12,5.6
CCOc1ccc(C2/C(=C(\O)c3ccccc3)C(=O)C(=O)N2CCN(C)C)cc1 (stereo not drawn),7.2

Reprinted at random: six records from the list, in no set order.
Compound,ER stress surv
Cc1cc(/C=N/n2cnnc2)c(C)n1-c1ccc(F)cc1,2.8
COc1cccc(/C=C2\C(=O)NC(=O)N(c3cc(C)cc(C)c3)C2=O)c1OC,2.6
COc1cc([N+](=O)[O-])ccc1NC(=O)COc1cc(C)ccc1C(C)(C)C,7.0
Cc1c(C)c(COCc2c(C)c(C)c(C=O)c(C)c2C)c(C)c(C)c1C=O,-0.3
CCOc1ccc(C2/C(=C(\O)c3ccccc3)C(=O)C(=O)N2CCN(C)C)cc1 (stereo not drawn),7.2
O=C1CSC(c2ccc(F)cc2)N1Cc1ccccc1 (stereo not drawn),-0.3

The main list resumes; the 2 compounds before the break are reprinted first.
Compound,ER stress surv
C=CCc1cccc2cc(C(=O)N3CCN(Cc4ccccc4)CC3)c(=O)oc12,5.6
CCOc1ccc(C2/C(=C(\O)c3ccccc3)C(=O)C(=O)N2CCN(C)C)cc1 (stereo not drawn),7.2
CCOC(=O)c1c(NC(=O)CCC(=O)OC)sc(C)c1C,9.8
Cc1nccn1S(=O)(=O)c1ccc(Cl)c([N+](=O)[O-])c1,-7.1
COc1ccccc1C(=O)N1CCN(Cc2ccc(Cl)cc2)CC1,4.5
CCCNC(=O)c1c(NC(=O)c2ccccc2F)sc2c1CCC(C)C2 (stereo not drawn),0.9
N#C/C(=C\c1ccccc1Cl)C(N)=O,3.1
COc1ccc(OCC(=O)Nc2ccccc2CO)cc1,10.3
COc1ccc(-c2ccc(/C=C/C(=O)c3cc4ccccc4o3)o2)cc1,11.2
O=C(Nc1ccc(Cl)c(Cl)c1)C1C(c2ccccc2)C1(Cl)Cl (stereo not drawn),13.9
O=C1c2ccccc2NC(c2cccc(O)c2)N1Cc1ccco1 (stereo not drawn),-1.8
Cc1onc(-c2ccccc2Cl)c1C(=O)Nc1nn[nH]n1,5.4
COc1ccc(CCNC(=O)C(=O)Nc2cccc(Cl)c2Cl)cc1OC,-1.8
CCOc1cc(/C=N/n2cnnc2)ccc1OCCOc1cccc(C)c1,6.7
CC(=O)c1cccc(NC(=O)CC2S\C(=N/N=C/C=C/c3ccccc3)NC2=O)c1 (stereo not drawn),4.1
Cc1cccnc1NC(=O)Nc1ccc(F)cc1,-2.4
Cc1ccc(N2C(=O)CC(Cc3ccc(Cl)cc3)C2=O)cc1 (stereo not drawn),6.4
CCOC(=O)C1=C(O)/C(=C/c2ccc(N(C)C)cc2)SC1=Nc1ccc([N+](=O)[O-])cc1,-3.5
Nc1nnc(COc2ccc(Cl)cc2Cl)s1,10.3
CCOc1ccc(C(=O)Nc2ccc(OC)c(OC)c2)cc1,0.6
Cn1c(=O)cc(-c2ccccc2)c2cc(Cl)ccc21,2.4
Cc1ccc(S(=O)(=O)NC(C)(C)CNC(c2ccccc2)c2ccccc2)cc1,12.5
c1ccc(C(=NCCN=C(c2ccccc2)c2ccccc2)c2ccccc2)cc1,9.3
O=C(N/N=C(/C=C/c1ccccc1[N+](=O)[O-])c1ccccc1)c1ccc(O)cc1,-4.3
Cc1ccc2c(c1)-c1c(ssc1=S)C(C)(C)N2C(=O)Cc1ccc(F)cc1,4.6
COc1ccc(CSC2=NCCN2)cc1Br,-7.2
CCOC(=O)C1=C(C)N=c2s/c(=C\c3ccc([N+](=O)[O-])o3)c(=O)n2C1c1ccc(C)cc1 (stereo not drawn),-2.5
COc1ccccc1NC(=O)c1ccc(CN2CCc3ccccc3C2)cc1,8.1
O=C(COc1ccc2ccccc2c1)Nc1ccc2c(c1)OCCO2,6.5
Cc1onc(-c2ccccc2Cl)c1C(=O)Nc1sc2c(c1C(N)=O)CCCC2,-0.1
O=C(Nc1ccc([N+](=O)[O-])cc1)c1cc(Br)ccc1Cl,-1.6
Cc1ccc(C2SCC(=O)N2c2ccc(Cl)c(Cl)c2)cc1 (stereo not drawn),6.5
CN(C)c1ccc(C(=S)N2CCN(c3ccccc3)CC2)cc1,-4.5
O=C(NNC(=O)c1ccccc1[N+](=O)[O-])Nc1ccccc1,9.8
Cc1ccc(S(=O)(=O)N2CCN(C3CCCCC3)CC2)cc1,0.2
CC1=C(C(=O)OCCOc2ccccc2)C(c2ccc(C)cc2)C2=C(CCCC2=O)N1 (stereo not drawn),10.6
COC(=O)c1c(NC(=O)c2cccc(Br)c2)sc(C)c1C,-9.9
Cc1ccc(C(=O)Nc2c(C)ccc3nsnc23)cc1,18.7
CCOC(=O)CCCC[C@H]1SC[C@@H](NC(=O)OC)[C@H]1NC(=O)OC,7.6
COc1ccc(C=NNC(=O)Cn2nnc3ccccc32)c(OC)c1,5.5
COc1ccccc1-c1nc(-c2ccc(Cl)cc2Cl)no1,6.4
Ic1ccc(-c2nc(-c3ccccn3)no2)cc1,-11.3
COc1ccc2c(=O)c(Oc3ccc(C(C)(C)C)cc3)coc2c1,2.7
CCC12C(=O)C(CC)(C(c3ccccc3)=C1c1ccccc1)C1C(=O)N(c3ccccc3[N+](=O)[O-])C(=O)C12 (stereo not drawn),3.4
O=C1/C(=C\c2ccc(-c3ccccc3[N+](=O)[O-])o2)SC(=S)N1C1CCS(=O)(=O)C1 (stereo not drawn),0.9
COc1ccccc1C(=O)Nc1ccc2oc(-c3cccc(C)c3)nc2c1,4.5
COc1cc(/C=N/NC(=O)COc2ccccc2[N+](=O)[O-])ccc1OCc1ccccc1,4.4
COc1ccccc1C1Nc2ccccc2NC2=C1C(=O)CC(c1ccc(Cl)cc1)C2 (stereo not drawn),-4.8
Fc1ccc(/C=N/N2CCOCC2)cc1,11.2
O=C1/C(=C/Nc2ccccc2NS(=O)(=O)c2ccc([N+](=O)[O-])cc2)CCc2ccccc21,-1.2
Cc1cc(-n2ccc(=O)[nH]c2=O)nc(-c2ccccc2)n1,7.8
Cc1cccc(NC(=O)c2cccc(C(=O)Nc3cccc(C)c3)n2)c1,2.9
COc1ccccc1/C=N/Nc1nnc(-c2ccccc2)c(-c2ccccc2)n1,5.4
COc1ccc(S(=O)(=O)N2CCCC2C(=O)O)cc1 (stereo not drawn),0.4
Cc1n[nH]c(C)c1Sc1ccccc1N=Cc1cccc(Cl)c1,3.9
Cc1ccc(Cl)cc1NC(=O)CSCC(=O)Nc1ccc2ccccc2c1,1.9
CN1CCN(/N=C/C(Br)=C\c2ccccc2)CC1,-0.9
COc1ccc(OC(C)C(=O)Nc2ccc(OC)cc2OC)cc1 (stereo not drawn),3.4
Cc1ccc2[nH]c(=O)c(C(=O)/C=C\c3ccccc3)c(-c3ccccc3)c2c1,-0.1
Cc1cc(OCC(=O)Nc2ccc(Cl)c(C(F)(F)F)c2)ccc1Br,9.0
CCOC(=O)Cc1cc(OC)c(OC)cc1Cc1cc(OC)c(OC)cc1CC(=O)OCC,6.4
O=C(Nc1ccc(F)cc1)c1ccccc1C(F)(F)F,4.6

(continued)
Compound,ER stress surv
O=C(Nc1cccc(-c2cn3ccccc3n2)c1)c1ccccc1Cl,-4.5
Cc1ccc(CN2CCN(/N=C/c3cc([N+](=O)[O-])ccc3Cl)CC2)cc1,-2.1
Cc1nc2sc(C(=O)c3ccc(F)cc3)c(N)c2c(C)c1C(=O)Nc1ccccc1,8.4
C=CCN=CC1=C(O)CC(C)(C)CC1=O,4.8
COc1ccc(C2=C/C(=C/c3ccc(OC)c(Br)c3)C(=O)O2)cc1,-3.0
CC1=NN(C(=O)c2ccncc2)C(O)(c2ccc(Cl)cc2)C1 (stereo not drawn),6.2
COc1ccc(CSc2nnnn2C)cc1F,1.5
CN(C)C(=O)c1ccccc1NC(=O)c1ccccc1Cl,13.2
Cc1ccc(C(=O)Nc2ccc(C(C)C)cc2)cc1C,2.9
c1ccc2sc(-c3ccc(NCc4ccc5c(c4)OCO5)cc3)nc2c1,3.8
COc1c(Br)cc(Br)cc1/C=N/NC(=O)CNC(=O)c1cccc(F)c1,0.9
O=C1NC(=S)N(c2ccc(Br)cc2)C(=O)/C1=C/c1ccc(O)c(Cl)c1,2.2
CCOc1ccc(/C=C2/C(=O)NN(c3ccccc3)C2=O)cc1OC,7.9
O=C(CSc1nc2ccc([N+](=O)[O-])cc2s1)NCCc1ccccc1,3.3
COc1cc(OC)cc(C(=O)N2CCN(C(=O)c3ccccc3OC)CC2)c1,1.9
S=c1[nH]nc(COc2ccc(Cl)cc2Cl)n1-c1ccccc1,3.4
COc1cc(NC(=O)COc2ccc(C)cc2)cc(OC)c1,4.5
CCOc1ccc(-c2cc(C(=O)N3CCN(Cc4ccccc4)CC3)c3ccccc3n2)cc1,-21.2
CCOc1cc(/C=N/NC(=O)c2cccs2)ccc1OC(=O)c1ccc(C)cc1,11.9
O=C(Nc1cccc2ccccc12)C(O)(c1ccccc1)c1ccccc1,6.8
O=C1N/C(=N/N=C/c2ccccc2)SC1Cc1ccccc1Cl (stereo not drawn),4.7
CN(C)S(=O)(=O)c1ccc(C(=O)Nc2cc(Cl)cc(Cl)c2)cc1,3.6
O=C(CSc1nsc(SCC(=O)C2CC2)n1)C1CC1,1.0
COc1ccc(C2CC(=O)C3=C(C2)Nc2ccccc2NC3c2cc(Br)ccc2OC)cc1OC (stereo not drawn),111.8*

Filtered by structure, the compounds so far with a tert-butyl group (2)
Compound,ER stress surv
COc1cc([N+](=O)[O-])ccc1NC(=O)COc1cc(C)ccc1C(C)(C)C,7.0
COc1ccc2c(=O)c(Oc3ccc(C(C)(C)C)cc3)coc2c1,2.7

A portion of the library (hit frequency here may not be typical).
